From PubChem BioAssay
ERAP1 inh = ERAP1 (human) enzyme inhibition. recombinant ERAP1, Leu-AMC fluorescence, 60 min. Q9NZ08. inhibition, % at 10.7 µM. actives 0.15% (n = 340,000);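 active = mean replicate inhibition of at least 30%, or all replicates individually reaching that 30% level; inactive = mean below 30% and not every replicate reaching it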;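 note: 0% = neutral control wells and 100% = L-leucinethiol positive control wells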
E-selectin induc = E-selectin induction on HUVECs | activation, % at 7.58 µM | HUVEC E-selectin immunofluorescence imaging; normalized: neutral wells 0, TNF-alpha wells 100 | P16581 | actives 0.37% (n = 260,000);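 active = mean E-selectin-positive cell signal at least 10% of the positive control, reached in at least 60% of replicates, without over 20% cell loss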;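 note: in these data hits start at about 27%; measured in HUVEC primary endothelial cells; signal is the percent of cells scored E-selectin positive by PE staining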
Target sequence (P16581 whole entry, looked up): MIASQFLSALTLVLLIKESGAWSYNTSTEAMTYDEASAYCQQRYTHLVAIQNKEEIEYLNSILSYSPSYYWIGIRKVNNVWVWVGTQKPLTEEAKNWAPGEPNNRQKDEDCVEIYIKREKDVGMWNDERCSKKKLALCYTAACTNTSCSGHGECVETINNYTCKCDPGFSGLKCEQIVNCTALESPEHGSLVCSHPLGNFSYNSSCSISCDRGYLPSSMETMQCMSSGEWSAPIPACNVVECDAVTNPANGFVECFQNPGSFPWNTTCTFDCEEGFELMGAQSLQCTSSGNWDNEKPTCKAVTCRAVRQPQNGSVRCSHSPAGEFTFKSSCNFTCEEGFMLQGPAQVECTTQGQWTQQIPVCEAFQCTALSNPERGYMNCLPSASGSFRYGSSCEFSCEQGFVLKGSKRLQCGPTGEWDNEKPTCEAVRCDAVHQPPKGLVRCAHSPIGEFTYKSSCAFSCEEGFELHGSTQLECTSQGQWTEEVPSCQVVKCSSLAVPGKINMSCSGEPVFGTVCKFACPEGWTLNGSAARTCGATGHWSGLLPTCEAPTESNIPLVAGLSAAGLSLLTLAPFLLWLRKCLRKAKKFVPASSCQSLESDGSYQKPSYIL
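material = human umbilical vein endothelial cells (HUVEC), E-selectin induction | quantity = 3,000 cells/well | medium = EGM-2 growth medium on 0.1% gelatin-coated wells | technique = immunofluorescence imaging | read-out basis = % PE-positive cells | control set = TNF-alpha positive control, DMSO neutral control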
RAD52 inh = blocks human RAD52 DNA annealing; recombinant RAD52 DNA annealing, FRET fluorescence; inhibition, % at 18.7 µM; actives 0.46% (n = 360,000);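 active = every replicate showing at least 50% inhibition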
Target sequence (P43351 whole entry, looked up): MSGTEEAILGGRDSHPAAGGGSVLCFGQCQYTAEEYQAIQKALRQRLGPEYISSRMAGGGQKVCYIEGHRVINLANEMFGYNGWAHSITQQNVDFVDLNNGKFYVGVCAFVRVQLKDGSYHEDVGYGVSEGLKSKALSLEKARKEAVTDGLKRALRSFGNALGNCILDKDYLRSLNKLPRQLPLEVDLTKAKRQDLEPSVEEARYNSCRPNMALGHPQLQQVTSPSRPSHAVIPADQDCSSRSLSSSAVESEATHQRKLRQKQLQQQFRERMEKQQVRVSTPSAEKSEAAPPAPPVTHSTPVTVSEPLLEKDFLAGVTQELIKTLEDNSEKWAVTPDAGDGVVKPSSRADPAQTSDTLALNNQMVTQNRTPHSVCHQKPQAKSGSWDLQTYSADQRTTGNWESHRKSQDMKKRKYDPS
PglD inh = blocks C. jejuni PglD acetyltransferase activity | purified PglD enzyme, DTNB colorimetric CoA detection | inhibition, % at 12.5 µM | actives 0.098% (n = 360,000); in the data active = inhibition above about 16%, passing the limit was not always enough; note: strong numbers were not always called active
RAD54 inh = inhibitors of human RAD54 branch migration; inhibition, % at 10.4 µM; Q92698; RAD54 Holliday junction branch migration, FAM/BHQ fluorescence; actives 0.14% (n = 360,000);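 active = mean normalized replicate activity at least 40 and at least half of replicates scoring 40 or more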;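 note: 0% = median of neutral control wells and 100% = median of positive control wells; inhibitors cause a drop in the FAM fluorescence signal; in these data hits start at about 50%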
Cneo AK release = Cryptococcus neoformans lysis via adenylate kinase release | C. neoformans lysis, adenylate kinase release luminescence, 4 h; normalised: neutral wells 0, clomiphene wells 100 | lysis activity, % at 15 µM | actives 0.2% (n = 360,000);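 active = mean lysis activity across replicates of at least 80%, whatever share of replicates individually reach that level; inactive = mean lysis activity below 80%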
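Assay system: Cryptococcus neoformans yeast cells / Dosing: single-point compound dose / Timing: 4 h at 37 °C static, read 1 h later / Measured by: luminescence of released adenylate kinase using an AK detection reagent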
miR122 inh = blocks miR-122 activity in Huh7 sensor cells. Huh7 miR-122 Renilla luciferase sensor, 48 h; neutral wells = 0, positive control = 100. activation (reporter increase), % at 12.5 µM. actives 0.3% (n = 340,000). AID 602342;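 active = mean replicate activation score at least 90 and every replicate individually at or above 90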;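 note: higher luciferase means less miR-122 activity so hits act as miR-122 inhibitors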
PGC1a acetyl inh = PGC1a acetylation modulation, inhibitor mode; U2OS PGC1a acetylation, AlphaScreen anti-acetyl-lysine; with virally co-expressed GCN5 acetyltransferase; inhibition, % at 15.6 µM; actives 0.17% (n = 350,000); AID 651687;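 active = every replicate shows inhibition of at least 40%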;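 note: 0% = neutral control wells and 100% = positive control wells; some results beyond the cut were filed as inactive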
* marks the source's active call; other numbers are inactive results; nt = no result given; [ ] = another dose, or the depositor's remark. An unsorted share of the library; overall some 1.4% were active at least once.

SMILES | ERAP1 inh | E-selectin induc | RAD52 inh | PglD inh | RAD54 inh | Cneo AK release | miR122 inh | PGC1a acetyl inh
CC(=O)N1C(=O)C2(C(C#N)=C(N)Oc3n[nH]c(-c4ccccn4)c32)c2ccccc21 (configuration not stated) | nt | nt | nt | 8 | 3 | 0 | 1 | -2
Cc1ccc(C(=O)OCC(=O)NC2CCCCCCC2)cc1C | -8 | -0.3 | -2 | 0 | 1 | 0 | 4 | -10
CO[C@@H]1CN(C)C(=O)c2ccc(NC(=O)C3CC3)cc2OC[C@@H](C)N(CCC(F)(F)F)C[C@H]1C | -1 | 0.2 | 9 | nt | nt | nt | nt | 7
C[C@H]1CN([C@@H](C)CO)C(=O)c2cc(N(C)C)ccc2O[C@H]1CN(C)Cc1ccc(-c2ccccc2)cc1 | -2 | nt | 7 | 14 | -3 | 0 | 4[16.7 µM] | -3
Cc1sc(-c2ccccn2)nc1OC(=O)c1ccc(Cl)cc1 | nt | nt | nt | -1 | 0 | -1 | -4 | nt
CCC1(c2ccccc2)NC(=O)N(CC(=O)Nc2cccnc2Cl)C1=O (configuration not stated) | -3 | -0.3 | -16 | 2 | -6 | -3 | -8 | 2
CCC(=O)N(C)C[C@@H]1Oc2cc(C#CC(C)(C)O)ccc2S(=O)(=O)N([C@@H](C)CO)C[C@@H]1C | -1 | 0.3 | -4 | 6 | 8 | 2 | 2[16.7 µM] | -6
Cc1ccccc1C(=O)NCc1nnc(SCC(=O)N2c3ccccc3Sc3ccccc32)n1C | nt | nt | nt | 7 | 3 | 0 | -10 | -18
O=S(=O)(c1ccc2nc(N3CCN(c4ccc(F)cc4)CC3)ccc2c1)N1CCCCC1 | -1 | nt | -3 | 5 | 10 | -3 | 4 | -7
FC(F)(F)C(F)(F)C(F)(F)c1nc2nc(Cl)c(Cl)nc2[nH]1 | -1 | 0.5 | -20 | -2 | -11 | 0 | nt | 14
CCS(=O)(=O)N1CC2(CN(C(=O)Nc3c(C)noc3C)[C@@H](CO)c3[nH]c4cc(OC)ccc4c32)C1 | 1 | -0.1 | 11 | nt | nt | nt | nt | 7
CC(C)c1csc2nc3n(c(=O)c12)CCCCC3 | -3 | -1.7 | -3 | 2 | -6 | 1 | -6 | -8
COc1cccc(C(=O)OCC(=O)NCCNC(=O)COC(=O)c2cccc(OC)c2OC)c1OC | 3 | -0.1 | -23 | -1 | -3 | 3 | 4 | nt
COc1ccc(S(=O)(=O)N(C)C[C@@H]2Oc3ccc(NC(=O)Nc4ccc(C(F)(F)F)cc4)cc3CC(=O)N([C@H](C)CO)C[C@H]2C)cc1 | -2 | 0.4 | -2 | 1 | 10 | 0 | -1[16.7 µM] | 17
Cc1ccc(NC(=O)CCN2CCC(C(N)=O)CC2)cc1 | -3 | 0.1 | -6 | 3 | -3 | -1 | -4 | -3
CN(C)CC(=O)N[C@H]1CC[C@H](CCNC(=O)C2CCCC2)O[C@H]1CO | -3 | 0.4 | -4 | -2 | -14 | 1 | 0[16.7 µM] | 9
COc1ccc(CN(C)C[C@@H]2OCCCC[C@@H](C)Oc3ccc(NS(=O)(=O)c4ccc(C)cc4)cc3C(=O)N([C@@H](C)CO)C[C@H]2C)cc1 | -1 | 1.0 | 21 | -6 | -3 | 16 | -2[16.7 µM] | -10
CC(C)CNC(=O)c1ccccc1NC(=O)Nc1ccccc1 | nt | nt | nt | 2 | 10 | -3 | 0 | nt
CC(=O)NC[C@@H]1[C@@H](c2ccc(C3=CCCC3)cc2)[C@H](CO)N1C(=O)NC(C)C | -1 | -0.1 | -62 | 1 | -8 | 15 | 29[16.7 µM] | -6
CC1CCCC(NC(=O)/C=C/c2c(F)cccc2Cl)C1C (configuration not stated) | 4 | nt | -11 | 2 | -2 | 1 | -3 | nt
CS(=O)(=O)Nc1ccc2c(c1)[C@@H]1C[C@H](CC(=O)NCc3ccc(Cl)cc3)O[C@@H](CO)[C@@H]1O2 | -1 | -0.7 | -13 | -1 | -11 | -12 | -1[16.7 µM] | -9
CC(=O)N1CC[C@@H]2[C@@H](CO)N(C)c3ccc(-c4ccc(C#N)cc4)cc3[C@@H]21 | -56 | -0.6 | 10 | 1 | -2 | -5 | -3[16.7 µM] | 8
C/C(=N\NC(=O)c1cccnc1)c1cc(C)oc1C | 0 | nt | -4 | 3 | -5 | 3 | -5 | 4
CCOc1cc(/C=N/n2c(C)nc3ccccc3c2=O)ccc1O | -5 | 0.1 | -1 | nt | nt | nt | -1 | -2
Cc1ccc(OCC(=O)Nc2ccc(S(=O)(=O)N3CCOCC3)cc2)c(Br)c1 | -3 | -3.2 | -3 | 0 | 6 | -2 | 1 | nt
O=S1(=O)c2ccccc2C(O)(c2ccccc2)c2ccccc21 | 1 | -0.1 | -16 | -2 | -4 | 1 | -2 | 1
COc1ccc(C2=NS(=O)(=O)N(C)C(C(=O)NCc3ccccc3)=C2)cc1OC | 1 | -0.1 | -27 | -7 | 1 | -2 | 10 | 3
N#CC1C(=O)Nc2cccnc21 (configuration not stated) | 4 | 1.7 | -25 | 4 | -7 | -1 | -6 | 3
C[C@@H]1CN([C@@H](C)CO)C(=O)c2cccc(NC(=O)c3nc4ccccc4s3)c2O[C@H]1CN(C)Cc1ccc(C(=O)Nc2ccccc2N)cc1 | -2 | 0.8 | 23 | 12 | -3 | -1 | -3[16.7 µM] | -6
CCCCNC(=O)[C@]1(C)CCC[C@@]2(C)C3CC[C@@]4(C)C[C@]3(CCC21)CC4=O (some centres not stated) | 0 | -0.2 | -1 | -3 | -3 | -1 | -9 | nt

Fetched by compound from above (5):
SMILES | ERAP1 inh | E-selectin induc | RAD52 inh | PglD inh | RAD54 inh | Cneo AK release | miR122 inh | PGC1a acetyl inh
O=S(=O)(c1ccc2nc(N3CCN(c4ccc(F)cc4)CC3)ccc2c1)N1CCCCC1 | -1 | nt | -3 | 5 | 10 | -3 | 4 | -7
C[C@@H]1CN([C@@H](C)CO)C(=O)c2cccc(NC(=O)c3nc4ccccc4s3)c2O[C@H]1CN(C)Cc1ccc(C(=O)Nc2ccccc2N)cc1 | -2 | 0.8 | 23 | 12 | -3 | -1 | -3[16.7 µM] | -6
CCOc1cc(/C=N/n2c(C)nc3ccccc3c2=O)ccc1O | -5 | 0.1 | -1 | nt | nt | nt | -1 | -2
O=S1(=O)c2ccccc2C(O)(c2ccccc2)c2ccccc21 | 1 | -0.1 | -16 | -2 | -4 | 1 | -2 | 1
Cc1ccc(C(=O)OCC(=O)NC2CCCCCCC2)cc1C | -8 | -0.3 | -2 | 0 | 1 | 0 | 4 | -10

The list goes on.
SMILES | ERAP1 inh | E-selectin induc | RAD52 inh | PglD inh | RAD54 inh | Cneo AK release | miR122 inh | PGC1a acetyl inh
O=C(CCCC(=O)N/N=C/c1ccccc1C(=O)O)N/N=C/c1ccccc1C(=O)O | nt | -0.2 | -18 | nt | nt | nt | -3 | -11
O=C(C[C@H]1CC[C@@H]2[C@H](COC[C@@H](O)CN2C(=O)Nc2ccc3c(c2)OCO3)O1)N1CCN(c2ccccc2)CC1 | 1 | 0.1 | 9 | -3 | -2 | 0 | 1[16.7 µM] | -5
COc1ccc(/C(O)=C2\C(=O)C(=O)N(Cc3ccco3)C2c2ccc(OC)cc2OC)cc1 (configuration not stated) | nt | nt | nt | 3 | -18 | -3 | -3 | -12
Cc1ccc(S(=O)(=O)c2cccc(S(=O)(=O)N3CCOCC3)c2)cc1S(=O)(=O)N1CCOCC1 | nt | nt | nt | -1 | 1 | 1 | -1 | 7
O=C(COc1cccc(Br)c1)Nc1ccc(N2CCOCC2)cc1N1CCOCC1 | -2 | 0.4 | -11 | -1 | 1 | -2 | nt | -4
CCOC(=O)N1CCN(CC(O)COCCC23CC4CC(CC(C4)C2)C3)CC1 (configuration not stated) | nt | nt | nt | 0 | -17 | -2 | -2 | 16
CCCc1nnc(NC(=O)C2CCN(C(=O)c3ccco3)CC2)s1 | 0 | nt | -5 | nt | nt | nt | -5 | -21
COc1ccc(CN(C)C[C@@H]2Oc3ccc(NC(=O)CCN4CCOCC4)cc3C(=O)N([C@@H](C)CO)C[C@@H]2C)cc1 | -1 | 0.4 | -18 | 0 | -11 | -2 | -2[16.7 µM] | 2
Cc1ccc(CCNC(=O)c2ccc(CS(=O)(=O)c3ccccc3C)o2)cc1 | -4 | nt | -17 | -1 | -6 | 11 | 3 | -5
N#C[C@@H]1N[C@H](CO)[C@H]1c1ccc(-c2cccc(F)c2)cc1 | -1 | 1.7 | -38 | -2 | -3 | -6 | nt | 2
Cc1nc2cc(N3CCN(C)CC3)c(NC(=O)Cc3ccccc3)cc2c(=O)n1Cc1ccccc1 | nt | nt | nt | 3 | -9 | 28 | 1 | 0
CCOc1ccccc1C(=O)NCC(=O)N(C)Cc1ccccc1C | -1 | -0.2 | -5 | -6 | -12 | -1 | -3 | 3
CCc1nc(Nc2ccc(OC)c(OC)c2)c2nnn(Cc3ccccc3Cl)c2n1 | nt | nt | nt | -3 | -5 | 3 | -10 | 7
Cc1cccc(NC(=O)c2cccs2)n1 | nt | nt | nt | 4 | 10 | 0 | -5 | -6
Brc1ccccc1/C=N/N1CCCCC1 | 2 | -0.2 | 4 | 5 | -8 | 0 | -5 | nt
Cc1c(CN2CCN(CC(C)(C)C)C(CCO)C2)[nH]c2ccccc12 (configuration not stated) | 1 | nt | -5 | 3 | 1 | 0 | 10 | nt
COc1ccc2cc1Oc1ccc(cc1)C[C@H]1c3c(cc4c(c3Oc3cc5c(cc3OC)CCN(C)[C@@H]5C2)OCO4)CCN1C | 2 | -0.3 | 6 | 0 | -12 | -1 | -6 | -40
COc1cccc(-c2nnc3sc(-c4ccccc4)nn23)c1 | nt | nt | nt | 2 | 0 | 10 | -4 | -11
CS(=O)(=O)Nc1cccc(NC(=O)c2ccc(-n3ccnc3)c3ccoc23)c1 | -3 | 0.6 | -4 | -3 | -11 | -4 | 57 | -5
COc1ccc(-c2nn(-c3ccccc3)cc2/C=N/Nc2ccccn2)cc1OC | nt | -1.3 | nt | -8 | 0 | -2 | -12 | nt
CCOC(=O)C1=C(CC)Nc2ccccc2N/C1=N\S(=O)(=O)c1cc(Br)ccc1Br | 3 | nt | -25 | 4 | 1 | 0 | 0 | 8
O=C(c1ccc(C(F)(F)F)cc1)C1CCCN(C(=O)Cn2cncn2)C1 (configuration not stated) | 2 | nt | -9 | -2 | -14 | -1 | 3 | 2
NC(=O)C1(N2CCCCC2)CCN(S(=O)(=O)c2cc(Cl)sc2Cl)CC1 | 1 | 2.3 | 6 | -5 | -8 | 2 | -3 | 2
c1csc(CNCCN2CCOCC2)c1 | 0 | nt | -9 | 5 | -3 | 0 | -3 | 20
COC(=O)[C@]1(C)N[C@H](CN(C)C(=O)Nc2ccc(Cl)cc2)[C@@H]2C(=O)N(Cc3ccccc3)C(=O)[C@@H]21 | 2 | 0.1 | 2 | -1 | -5 | -4 | -8 | 9
CC(C)C(CCNC1CCN(C)CC1)c1ccc(Cl)cc1 (configuration not stated) | 4 | nt | -1 | -5 | -10 | -1 | -5 | -34
CCCN1CCN(C(=O)c2ccccc2-c2nc3ccccc3s2)CC1 | 3 | 0.8 | -30 | nt | nt | nt | -1 | -31
O=C(O)COCC(=O)Nc1ccc(-n2nc(C(F)(F)F)cc2-c2cccs2)cc1 | -3 | nt | -17 | 8 | -1 | 1 | -9 | -1
COCCCNC(=O)COC(=O)c1ccc(-c2nc3ccccc3s2)s1 | -4 | 0.1 | 2 | 5 | 4 | -5 | 0 | 8
CCN1CCN(c2ccc(S(=O)(=O)N3CCOCC3)cc2NC(=O)c2sccc2C)CC1 | 1 | 1.3 | -9 | 4 | -6 | 0 | -2 | 7
